Bioassay records: PubChem, National Center for Advancing Translational Sciences (NCATS)
USP2a block = USP2a (human) protease inhibition. O75604. USP2 core, Ub-CHOP2 coupled fluorogenic reporter, 485/531. Potency, µM (titrated, usually from 38.3 µM), inactives show at the highest dose activity change, negative = inhibition, hits mostly inhibitors. 330,000 compounds, 0.01% hits. AID 463254;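 further: potency means the concentration at half of the fitted maximal effect; plate controls were DMSO wells for no effect and full inhibition by NEM control for full effect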
Target sequence (O75604 whole entry, looked up): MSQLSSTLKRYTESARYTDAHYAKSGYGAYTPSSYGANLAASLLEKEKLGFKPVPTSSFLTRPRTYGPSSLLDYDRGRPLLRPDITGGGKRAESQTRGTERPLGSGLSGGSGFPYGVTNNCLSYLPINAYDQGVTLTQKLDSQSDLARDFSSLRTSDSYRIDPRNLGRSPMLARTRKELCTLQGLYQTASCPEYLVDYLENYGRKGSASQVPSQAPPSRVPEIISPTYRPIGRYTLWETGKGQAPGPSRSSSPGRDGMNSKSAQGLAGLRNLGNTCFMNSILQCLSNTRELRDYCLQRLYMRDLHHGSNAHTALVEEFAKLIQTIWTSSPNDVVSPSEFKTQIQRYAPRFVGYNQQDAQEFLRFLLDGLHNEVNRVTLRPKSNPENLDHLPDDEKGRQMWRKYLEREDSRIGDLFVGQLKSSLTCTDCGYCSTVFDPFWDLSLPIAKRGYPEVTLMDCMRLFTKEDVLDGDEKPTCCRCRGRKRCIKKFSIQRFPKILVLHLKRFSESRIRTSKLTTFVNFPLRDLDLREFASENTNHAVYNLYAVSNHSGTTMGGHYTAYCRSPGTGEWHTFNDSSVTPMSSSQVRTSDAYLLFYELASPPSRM
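Cell-free coupled assay: 10nM USP2 core preincubated 30min RT with compound in Tris-HCl pH 8.0/CaCl2/CHAPS buffer, then 25nM Ub-CHOP2 and 25nM reporter substrate; fluorescence (Ex 485/Em 531) read after 60min RT, normalized to NEM inhibition, concentration-response curves fitted.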
TRPV1 ag = activates the human vanilloid receptor TRPV1. activation, % at 8.33 µM. 320,000 compounds, 0.19% hits. Q8NER1. TRPV1-expressing cells, Fluo-8 calcium influx, agonist mode; in the data active means activation above about 80%; inconclusive means between about 30% and that limit; further: 0% is about no effect
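Fluo-8 calcium influx in TRPV1-expressing cells, kinetic read (ex 480/em 520 nm). Compound added and read 3 min for agonist activity, followed by capsaicin at EC20 final and 2 min further read for enhancement.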
uPA surface inh = inhibitors of cell surface uPA generation | cell surface uPA generation assay, qHTS | Potency, µM (top dose mostly 38.3 µM), without a hit: at the top dose activity change, negative = inhibition, actives largely listed as inhibitors | 330,000 compounds, 0.31% hits | AID 540303; active means well fitted inhibition curve with a large enough effect; inconclusive means small, poorly fitted or top-dose-only effect; inactive means no such curve, though single readings can be large or run the other way; tested in mouse RAW 264.7 cells; further: potency means the concentration at half of the fitted maximal effect; on the % scale 0 is the no-effect control and ±100 the full control effect; nearly all actives have a fitted effect of over 55% in size
Eya2 phos inh = blocks the phosphatase activity of human Eya2; 330,000 compounds, 0.006% hits; recombinant Eya2, OMFP fluorescence dephosphorylation (OMFP is methylfluorescein phosphate); Potency, µM (highest dose often 76.9 µM), for the others: at the top dose activity, negative = inhibition, hits mostly inhibitors; O00167; further: potency means the concentration at half of the fitted maximal effect; on the % scale 0 is the no-effect control and ±100 the full control effect
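Eya2 protein (added as 0.2 uM solution) was preincubated with compound for 10 min at ambient temperature in 50 mM HEPES pH 7.5, 50 mM NaCl, 5 uM MgCl2, 0.05% BSA, 1 mM DTT. OMFP (added at 50 uM) then reacted 10 min; fluorescence read at 485/525 nm.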
PTAP TSG101 blk = blocks PTAP/TSG101 interaction to inhibit HIV-1 budding | 340,000 tested, under 10 active | Fluorescence polarization, FITC-PTAP peptide / Tsg101 binding | Q99816 | Potency, µM (highest dose often 115 µM), without a hit: at the top dose activity change, negative = inhibition, hits mostly inhibitors; active means well fitted inhibition curve with a large enough effect in the main read-out, with a control signal flat, not every such curve was filed as active; inconclusive means small, poorly fitted or top-dose-only effect, or effect the other way, or a change in a side signal; inactive means no such curve, though single readings can be large or run the other way; further: potency means the concentration at half of the fitted maximal effect; % of control where 0% means no effect
Target sequence (Q99816 whole entry, looked up): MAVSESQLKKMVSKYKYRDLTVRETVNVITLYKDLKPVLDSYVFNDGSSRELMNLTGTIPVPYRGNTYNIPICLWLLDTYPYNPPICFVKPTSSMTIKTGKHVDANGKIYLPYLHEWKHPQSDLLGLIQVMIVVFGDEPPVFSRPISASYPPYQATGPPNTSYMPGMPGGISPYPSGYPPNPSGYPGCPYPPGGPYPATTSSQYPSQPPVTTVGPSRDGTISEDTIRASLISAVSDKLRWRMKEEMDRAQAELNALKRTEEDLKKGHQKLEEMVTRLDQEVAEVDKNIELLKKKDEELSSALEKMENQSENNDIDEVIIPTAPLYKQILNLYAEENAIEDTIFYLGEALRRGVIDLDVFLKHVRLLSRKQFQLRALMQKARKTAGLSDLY
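Fluorescence anisotropy tracks displacement of a FITC-tagged PTAP peptide (50 nM) from the Tsg101 binding domain (10 uM), following a 20 min room-temperature incubation at pH 7.5.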
p53 reactivation = mutant p53 re-activation in reporter cells; H1299 p53-A138V BP100-luciferase reporter, luminescence, 24 h; Potency, µM (top dose mostly 92.2 µM), for inactives: at the top dose activity change, positive = activation, usual class: activators; 320,000 compounds, 0.063% hits; AID 504706; further: potency means the concentration at half of the fitted maximal effect; % of control where 0% means no effect; nearly all actives have a fitted effect of over 45% in size
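H1299 (p53-null), stable ts p53-A138V + BP100-Luc; 1000 cells/well, Opti-MEM/10% FBS; cpd 4 pt, 1:5; 24 h, 37 deg C, 5% CO2; detection reagent 10 min RT; luminescence.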
BRCA1 expr act = increases BRCA1 expression | MCF7-BRCA1-FFLuc reporter, luminescence, 48 h; response scale: scaled: vehicle 0%, 10 µM genistein 100% | Potency, µM (titrated, usually from 46.1 µM), inactives show top-dose activation, most hits filed as activators | 380,000 compounds, 1.1% hits; further: potency means the concentration at half of the fitted maximal effect; nearly all actives have a fitted effect of over 80% in size; some results filed as inactive show a strong effect at the top dose
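Luminescence from a BRCA1-driven firefly luciferase in MCF7 cells was the read-out, taken 15 min after substrate addition following 48 h compound exposure at 37 °C. Data were normalized to a 10 microM genistein control and DMSO vehicle.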
Integrin act MD = activates integrin-mediated alleviation for muscular dystrophy | 350,000 compounds, 0.064% hits | Potency, µM (doses to about 38.3 µM), for inactives: at the highest dose activation, actives largely listed as activators | alpha7betagal myoblasts, beta-gal FDG fluorescence, 48 h;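 further: potency means the concentration at half of the fitted maximal effect; 100% = response of the positive control SU9516; nearly all actives have a fitted effect of over 60% in size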
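Alpha7betagal+/- myoblasts (passage 13) were plated 16-24 hr, then exposed to compounds (1:260 dilution of DMSO stock) for 48 hours at 37C. After MPER lysis, β-galactosidase reporter activity was read as FDG fluorescence (ex 480/em 540) after 30 minutes.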
ELG1 genotox = induces genotoxicity in HEK293T cells with luciferase-tagged ELG1 | Potency, µM (titrated, usually from 46 µM), for the others: at the top dose activity change, positive = activation, most hits filed as activators | 330,000 compounds, 1.3% hits | HEK293T ELG1-luciferase reporter, luminescence, 16 h; further: potency means the concentration at half of the fitted maximal effect; % of control where 0% means no effect; nearly all actives have a fitted effect of over 60% in size
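Quantitative HTS format in 1536-well plates. HEK293T ELG1-luciferase reporter cells receive test compound and are incubated 16 hr at 37 °C, 5% CO2; ONE-Glo added, 30 min room temperature, then luminescence read.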
S-ASM inh = human S-ASM enzyme inhibition | Potency, µM (series often up to 57.5 µM), without a hit: top-dose activity change, negative = inhibition, hits mostly inhibitors | placental ASM, HMU-PC fluorogenic substrate, 60 min | AID 504937 | 340,000 compounds, 0.006% hits; further: potency means the concentration at half of the fitted maximal effect
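Fluorescence read-out (Ex 386 nm, Em 447 nm) after stopping the reaction at pH 10. Enzyme: ASM from human placenta; substrate HMU-PC0, 9 uM final; 60 min, 37 °C. Compound preincubation 10 min, ambient temperature.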
B2AR arrestin = agonists driving beta-arrestin recruitment to human beta2-adrenergic receptor. AID 492947. 330,000 compounds, 0.02% hits. beta-arrestin recruitment to beta2AR, cell-based reporter. P07550. Potency, µM (top dose mostly 46.1 µM), inactives show at the highest dose activation, actives largely listed as activators;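 further: potency means the concentration at half of the fitted maximal effect; 0% = DMSO controls and full agonism = EC100 isoproterenol or metaproterenol; nearly all actives have a fitted effect of over 65% in size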
Numbers without * were called inactive; ? = inconclusive; . = no result given; & = joins results of further samples; [ ] = dose if it differs, or a comment. Unless noted, the call rests on the fitted dose curve; in most records, active means well fitted curve in the direction sought with a large enough effect; inconclusive means small, poorly fitted or top-dose-only effect, or another doubt; inactive means no such curve, though single readings can be large; an effect the other way counts as inactive or inconclusive.

SMILES	USP2a block	TRPV1 ag	uPA surface inh	Eya2 phos inh	PTAP TSG101 blk	p53 reactivation	BRCA1 expr act	Integrin act MD	ELG1 genotox	S-ASM inh	B2AR arrestin
Cc1cc(SCc2cc(=O)n3ccsc3n2)nc2ccccc12	0%	1	-9%	2%	-1%	-13%	-39%	6%	0%	1%	-0.3%
O=C(Nc1nc2ccccc2[nH]1)c1cccc(F)c1	-1%	?	-11%	-1%	-1%	23%	-6%	-16%	2.9µM*	-5%	0.4%
CC(=O)c1cccc(-c2ccc3c(=O)[nH]c(Nc4ccccc4)cc3c2)c1	.	.	1%	.	-6%	.	5%	0%	.	20%	.
O=[N+]([O-])c1ccc2nc(-c3ccc(OC(F)F)cc3)cn2c1	2%	-2	-6%	-1%	-1%	-5%	?	-9%	?	-4%	-0.9%
Cc1cnc(NC(=O)CSc2nnc(C)s2)s1	-1%	-2	6%	-5%	-3%	8%	1%[1.84 µM]	15%	15%	2%	0.3%
Fc1ccc(C2CCCN2Cc2nc(Cc3ccccc3F)no2)cc1 (stereo unspecified)	-1%	?	2%	2%	0%	2%	-4%	4%	-2%	1%	0.3%
Cc1ccc(C(=O)COc2ccc3c(C)cc(=O)oc3c2)cc1	-1%	3	1%	-12%	-6%	5%	75%	12%	0%	18%	0.3%
CCOC(=O)NC(=O)COC(=O)Cc1cc(OC)c(OC)c(OC)c1	0%	4	-5%	18%	-3%	-7%	4%	8%	0%	10%	0.0%
Cc1ccc(N2CC(C(=O)Nc3cc(Cl)ccc3-n3cncn3)CC2=O)cc1 (stereo unspecified)	6%	?	4%	5%	-7%	-3%	-24%	9%	2%	-2%	0.1%
CCOC(=O)C1CCN(C(=O)c2ccc3nc(-c4ccc(OC)cc4)c(-c4ccc(OC)cc4)nc3c2)CC1	-9%	1	7%	-3%	0%	-1%	-12%	-42%	-6%	.	0.2%
COc1ccc(NS(=O)(=O)c2cc(NC(=O)CCNC(C)=O)ccc2N2CCOCC2)cc1	-1%	0	0%	12%	2%	-5%	-9%	36%	1%	1%	0.4%
COCc1cc(C)nc(OCC(=O)N/N=C/c2ccc(O)cc2O)c1C#N	3%	-1	2%	1%	-2%	-2%	-29%	?	1%	1%	0.1%
N/C(=N\c1nc(CSc2ccccn2)cc(=O)[nH]1)Nc1ccc(Cl)cc1Cl	5%	-1	-10%	-5%	-3%	1%	-22%	3%	10%	0%	-0.4%
Cc1ccc(CN2CC(C(=O)N3CCN(c4ccccc4O)CC3)CC2=O)cc1 (stereo unspecified)	-1%	12	-1%	12%	-2%	4%	-14%	-7%	-14%	-1%	0.1%
COc1ccc(-n2nc([N+](=O)[O-])c(=NCCCN3CCCC3=O)n2O)cc1	-2%	-2	11µM*	3%	-4%	21%	1%	-13%	?	-2%	0.3%
Cc1ccc(C(=O)NCCCN2CCOCC2)cc1	.	.	-1%	.	-2%	.	41%	19%	.	7%	.
CSCCC(NC(=O)c1ccccc1Br)C(=O)NNC(=O)c1ccco1 (stereo unspecified)	-2%	1	-6%	-6%	-1%	-2%	1%	?	1%	0%	0.1%
Cc1ccccc1NC(=O)c1cccc(NC(=O)c2c(C(=O)O)cccc2[N+](=O)[O-])c1	.	.	4%	.	0%	.	-7%	-16%	.	-1%	.
COc1ccc(CNC(=O)C2CCN(c3nc(-c4ccccc4)nc4c3CCC4)CC2)cc1	4%	?	-12%	1%	-5%	-1%	-68%	-38%	-17%	-1%	-0.3%
NC1=NC[C@H](Cc2ccc(O)cc2)N1CCc1cc(C(F)(F)F)cc(C(F)(F)F)c1	9%	8	-4%	-8%	.	4%	-22%	17%	2%	-4%	0.0%
CCCCCCN1CC(=O)N2Cc3[nH]c4ccccc4c3C[C@H]2C1=O	-1%	1	-8%	-2%	-1%	-4%	2%	34%	-4%	-4%	0.2%
CN(/C(=N/S(=O)(=O)c1ccccc1)c1ccccc1)S(=O)(=O)c1ccccc1	1%	-3	15%	13%	0%	-6%	-5%	22%	-2%	1%	0.1%
Cc1ccc(-c2noc(CSc3nnc(Cc4ccccc4)n3-c3ccc(Cl)cc3)n2)cc1	-2%	4	.	-16%	-2%	-1%	-34%	-14%	-12%	-27%	-0.2%
C=CCn1c(-c2cc(OC)cc(OC)c2)n[nH]c1=S	-1%	-2	6%	-14%	-1%	-2%	1%	-2%	3%	1%	0.0%
CCC(C)N1CCCC1C(=O)Nc1c(C)cc(C)cc1C (stereo unspecified)	-2%	0	3%	3%	-1%	2%	-14%	-17%	3%	1%	-0.7%

Rewritten comma-delimited: part of the list above.
SMILES,USP2a block,TRPV1 ag,uPA surface inh,Eya2 phos inh,PTAP TSG101 blk,p53 reactivation,BRCA1 expr act,Integrin act MD,ELG1 genotox,S-ASM inh,B2AR arrestin
CCOC(=O)C1CCN(C(=O)c2ccc3nc(-c4ccc(OC)cc4)c(-c4ccc(OC)cc4)nc3c2)CC1,-9%,1,7%,-3%,0%,-1%,-12%,-42%,-6%,.,0.2%
Fc1ccc(C2CCCN2Cc2nc(Cc3ccccc3F)no2)cc1 (stereo unspecified),-1%,?,2%,2%,0%,2%,-4%,4%,-2%,1%,0.3%

The main list resumes, repeating the three entries before the break.
SMILES	USP2a block	TRPV1 ag	uPA surface inh	Eya2 phos inh	PTAP TSG101 blk	p53 reactivation	BRCA1 expr act	Integrin act MD	ELG1 genotox	S-ASM inh	B2AR arrestin
Cc1ccc(-c2noc(CSc3nnc(Cc4ccccc4)n3-c3ccc(Cl)cc3)n2)cc1	-2%	4	.	-16%	-2%	-1%	-34%	-14%	-12%	-27%	-0.2%
C=CCn1c(-c2cc(OC)cc(OC)c2)n[nH]c1=S	-1%	-2	6%	-14%	-1%	-2%	1%	-2%	3%	1%	0.0%
CCC(C)N1CCCC1C(=O)Nc1c(C)cc(C)cc1C (stereo unspecified)	-2%	0	3%	3%	-1%	2%	-14%	-17%	3%	1%	-0.7%
C/C=C/C(=O)N[C@@H]1c2ccccc2CC[C@@H]1OCc1ccccc1	0%	.	?	6%	0%	-3%	-4%	0%	3%	-5%	-0.4%
COc1ccc(-n2c(SCc3ccc([N+](=O)[O-])cc3)nnc2-c2ccc(C)cc2)cc1	-11%	-1	7%	-11%	-5%	4%	-67%	18%	1%	-2%	-0.5%
N#CC1=C(N)OC2=C(C(=O)CC(c3ccccc3)C2)C1c1ccoc1 (stereo unspecified)	1%	1	-7%	-1%	0%	0%	-15%	18%	0%	2%	-0.4%
COC(=O)c1nc(-c2ccc(C)cc2)oc1N(C)C	0%	13	-27%	15%[15.4 µM]	-8%	-3%	-29%	-18%	12%	4%	0.1%
O=C(Nc1ccccc1)c1ccc(COc2ccccc2)cc1	5%	13	10%	8%	-3%	3%	55%	0%	8%	4%	0.0%
C=CCn1c(COc2ccc(Cl)cc2)nnc1SCC(=O)Nc1ccc(S(N)(=O)=O)cc1	2%	3	-3%	-1%	-3%	9%	-20%	17%	4%	-4%	-1.0%
CCCCOC(=O)c1ccc(NC(C)=O)cc1	-2%	4	-5%	-4%	-5%	?	48%	-1%	3%	-1%	-0.1%
CCCCC(NC(=O)Cc1c(C)c2cc3c4c(oc3c(C)c2oc1=O)CCCC4)C(=O)O (stereo unspecified)	0%	?	13%	-5%	-4%	4%	5%	1%	-1%	215%[activator]	-1.1%
CC1=CC(C)(C)NC(=S)N1c1ccccc1C	-2%	11	-1%&11%	5%	-8%&-3%	3%	-9%&2%	-23%&-13%	-2%	7%&6%	14%
CCCCn1c(N)c(N(CCOC)C(=O)COC(=O)CCOc2ccccc2C)c(=O)[nH]c1=O	3%	-3	1%	-26%	2%	-3%	9%	3%	-2%	-2%	-0.1%
COc1ccc(C2C(C(=O)Nc3ccc(F)cc3)=C(C)Nc3nc(CCCO)nn32)cc1 (stereo unspecified)	-3%	.	9%	1%	2%	-1%	0%	11%	2%	5%	-0.1%
Cc1ccc(-n2ncc3c2CC(C)(C)CC3NC(=O)CCN2CCCCC2=O)cc1 (stereo unspecified)	0%	-6	3%	9%	-3%	-2%	-9%	12%	-5%	1%	-0.7%
Cc1cccc(NC(=O)c2ccc(CN3CCc4ccccc4C3)cc2)c1C	4%	11	0%	9%	-3%	-1%	-17%	-42%	-7%	2%	0.2%

Taken from above.
COc1ccc(C2C(C(=O)Nc3ccc(F)cc3)=C(C)Nc3nc(CCCO)nn32)cc1 (stereo unspecified) | B2AR arrestin = -0.1%
CC1=CC(C)(C)NC(=S)N1c1ccccc1C | S-ASM inh = 7%&6%
COc1ccc(-n2c(SCc3ccc([N+](=O)[O-])cc3)nnc2-c2ccc(C)cc2)cc1 | S-ASM inh = -2%
